Compound activity deposited in PubChem BioAssay by National Center for Advancing Translational Sciences (NCATS).
pAkt inh – Akt phosphorylation inhibition; activity change, % for hits at 50 µM; Neuro2A IGF-stimulated pAkt S473 HTRF, 20 min; active compounds read low; 0.32% of 360,000 active; in the data active = activity change below about -80%; inconclusive = mostly about -51% to -80%; also: % is scaled to controls: 0 for no effect and ±100 for the full control effect
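Neuro2A cells (4,500/well, DMEM with 0.5% FBS) were treated with compound at a single 50 µM final concentration, stimulated with 6 nM IGF for 20 min at 37 °C, and lysed. Phospho-Akt Ser473 was read by HTRF as 665/615 ratio ×10^4.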
A549 tox – kills or reduces viability of A549 cells in Nrf2 counter-screen. A549 ARE-Fluc cells, CellTiter-Fluor viability, 18-24 h. Potency, µM (highest dose often 46 µM), without a hit: at the highest dose activity change, negative = cytotoxicity, most hits filed as inhibitors. 0.16% of 390,000 active; also: potency is read from the fitted curve at half-maximal effect; % is scaled to controls: 0 for no effect and ±100 for the full control effect
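A549 ARE-Fluc cells in 5% FBS OPTI-MEM, 5000 cells/well, rested 2 h then exposed to compounds in concentration-response for 18-24 h at 37 °C. Viability by CellTiter-Fluor fluorescence (Ex 405/Em 525) after 30 min; luciferase luminescence (BugLite, 15 min, RT) read afterwards.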
Nrf2 block – blocks Nrf2 signaling | A549 ARE-Fluc reporter, luciferase luminescence, 18-24 h | Potency, µM (titrated, usually from 46 µM), without a hit: top-dose activity change, negative = inhibition, most hits filed as inhibitors | 2.1% of 360,000 active; also: potency is read from the fitted curve at half-maximal effect; % is scaled to controls: 0 for no effect and ±100 for the full control effect; nearly all actives have a fitted effect of over 60% in size
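Nrf2 function is reported as luminescence of an ARE-controlled luciferase in A549 cells. Compounds were tested at several concentrations, and a CellTiter-Fluor read on the same wells flagged cytotoxicity.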
HepG2 viability – counter-screen for TGF-b inhibitors: cytotoxicity in HepG2 cells; HepG2 CAGA-GFP viability, ATP luminescence, 18 h; Potency, µM (series often up to 46.1 µM), inactives show top-dose activity change, negative = cytotoxicity, usual class: cytotoxic; 0.76% of 410,000 active; AID 588856; also: potency is read from the fitted curve at half-maximal effect; some results filed as inactive show a strong effect at the top dose
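HepG2 CAGA-GFP cells (1000/well, DMEM with 1% FBS) received compound, then TGF-beta at 500 pg/mL final, and were incubated 18 hours at 37 degrees C. Viability was read by CellTiter-Glo luminescence. Media-only wells were set as complete cell-killing and DMSO as no toxicity.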
TGFb SMAD3 inh – inhibitors of TGF-b signaling; HepG2 CAGA-GFP TGF-b/SMAD3 reporter, GFP fluorescence, 18 h; TGF-beta stimulated, 500 pg/mL final; Potency, µM (doses to about 46.1 µM), inactives show at the top dose activity, negative = inhibition, hits mostly inhibitors; 1.2% of 410,000 active; AID 588855; also: potency is read from the fitted curve at half-maximal effect; % is scaled to controls: 0 for no effect and ±100 for the full control effect; nearly all actives have a fitted effect of over 65% in size
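HEPG2 CAGA-GFP, 1000 cells/well; 2 h settle, 37 C; cpd via pin tool; TGF-b 500 pg/mL final; 18 h, 37 C; GFP imaging ex488/em500-530; %Activity normalised to -TGF-b and +DMSO controls; CRC fit, curve class.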
MmCpn inh – M. maripaludis TRiC chaperonin inhibition; purified Mm-Cpn ATPase, ADP Transcreener TR-FRET; Potency, µM (titrated, usually from 76.9 µM), for the others: top-dose activity, negative = inhibition, hits mostly inhibitors; 0.031% of 330,000 active; also: potency is read from the fitted curve at half-maximal effect; % is scaled to controls: 0 for no effect and ±100 for the full control effect; nearly all actives have a fitted effect of over 80% in size
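Eu-cryptate anti-ADP/ADP-d2 competition gives a ratio inversely related to ADP. Enzyme at 25 nM was pre-exposed to compound for 10 min, then given 10 uM ATP for 30 min, 37°C throughout.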
CCT modulator – cytosolic chaperonin activity modulation; purified chaperonin ATPase assay, HTRF ADP detection, 30 min; activity change, % (concentration not given with the values), hits read low; 0.3% of 360,000 active; AID 651819; in the data active = activity change below about -30%; also: % is scaled to controls: 0 for no effect and ±100 for the full control effect
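First, chaperonin was dispensed at 40 nM or 20 nM final depending on batch activity. Next, compounds were pinned at 76 uM and ATP added at 10 uM. After 30 min at 37 °C, ADP detection reagents ran 30 min at ambient temperature.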
Nrf2 ARE act – activators of Nrf2 (ARE) signaling. Potency, µM (top dose mostly 46.1 µM), inactives show at the highest dose activation, hits mostly activators. 0.31% of 410,000 active. AREc32 ARE-luciferase reporter (MCF7-derived line), luminescence, 24 h; also: potency is read from the fitted curve at half-maximal effect; % of control where 0% means no effect; nearly all actives have a fitted effect of over 65% in size
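Each well held 1000 AREc32 cells, which were incubated with compound for 24 hr at 37 deg C after overnight attachment, and ARE reporter activity was quantified by firefly luciferase luminescence.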
Abeta rescue – A-beta toxicity reversal in yeast; 0.063% of 410,000 active; Potency, µM (series often up to 46.1 µM), inactives show at the top dose growth rescue, actives largely listed as activators; AID 1347071; yeast expressing A-beta42, growth rescue, OD600, 48 h; response scale: 0% DMSO, 100% iron-clioquinol control; also: potency is read from the fitted curve at half-maximal effect; nearly all actives have a fitted effect of over 55% in size
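Yeast growth medium received pinned compounds, then yeast cells expressing toxic A-beta were added; plates incubated at 30 C for 48 hr. Growth read as absorbance at 600 nm, normalized to DMSO and equimolar FeCl3 plus clioquinol controls.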
Starred values were filed as active, the others as inactive; i = inactive; ? = inconclusive; . = no result given; [ ] = dose if it differs, or a comment. Unless noted, calls follow the shape of the dose curve; as a rule, active = well fitted curve in the direction sought with a large enough effect; inconclusive = small, poorly fitted or top-dose-only effect, or another doubt; inactive = no such curve, though single readings can be large; an effect the other way counts as inactive or inconclusive.

SMILES	pAkt inh	A549 tox	Nrf2 block	HepG2 viability	TGFb SMAD3 inh	MmCpn inh	CCT modulator	Nrf2 ARE act	Abeta rescue
Cn1cc(S(=O)(=O)N2CCN(c3ccccc3F)CC2)c(=O)n(C)c1=O	i	5%	12%	4%	7%	0%	3.3	0.0%	-1%
O=C(COc1ccc2c3c(c(=O)oc2c1)CCC3)NC1CCN(Cc2ccccc2)CC1	i	1%	3%	0%	1%	-2%	3.0	-0.4%	-18%
O=[N+]([O-])c1ccccc1C1Nc2cccc3cccc(c23)N1	i	-11%	-11%	-14%	?	1%	0.9	?	-3%
O=C(CN(c1ccccc1)S(=O)(=O)c1ccccc1)N/N=C/c1ccco1	i	-4%	14%	-26%	-3%	2%	-1.3	22%	1%
CCC1=NN2C(=N)/C(=C\c3cccn3-c3cccc(Cl)c3)C(=O)N=C2S1	i	-20%	-17%	-2%	-7%	2%	0.4	-0.3%	-6%
O=C(Nc1cnn(C23CC4CC(CC(C4)C2)C3)c1)c1cc(-c2ccccc2)on1	i	14%	-20%	7%	4%	1%	-2.1	0.2%	7%
COc1cccc(CNc2nc3cc(-c4ccc(F)cc4)sc3c(=O)n2C)c1OC	i	.	.	-26%	-2%	.	-3.6	4.3%[9.22 µM]	14%
COCCNC(=O)C(c1ccc(F)cc1)N(CC1CCCO1)C(=O)CCC(=O)Nc1ccccn1 (stereo not given)	i	-2%	1%	6%	4%	1%	-3.1	-0.7%	-7%
O=S(=O)(c1ccc(Cl)cc1)N1CCC(O)(c2cccnc2)CC1	i	?	?	-6%	-11%	1%	-0.3	-0.5%	-7%
COc1ccc(C)cc1NC(=O)CN(c1ccccc1)S(=O)(=O)N(C)C	.	-7%	-3%	-11%	12%	.	.	-0.1%	-7%
COC(=O)c1c(NC(=O)COC(=O)CCNS(=O)(=O)c2ccc(NC(C)=O)cc2)sc(C)c1C	i	0%	11%	-20%	3%	1%	-2.7	0.2%	2%
O=C(N1CCCC1)N1CCN(S(=O)(=O)c2ccccc2)CC1	i	-4%	2%	4%	-11%	5%	-1.0	0.4%	21%
COc1ccc(C2CC(=O)c3sc(N)nc3C2)cc1 (stereo not given)	i	-12%	10%	-14%	-6%	1%	-2.6	-0.4%	2%
CC1CCc2[nH]c3ccc(C(=O)O)cc3c2C1 (stereo not given)	i	-15%	-22%	-5%	7%	1%	-0.6	-0.2%	-31%[inhibitor]
COCC1CCN(C(=O)CCc2nnc(C3(c4ccc(Cl)cc4)CCC3)o2)CC1	i	7%	13%	-73%	-11%	1%	-0.3	4.3%	-12%
CCc1ccc2[nH]c(=O)c(CN(CCN(C)C)C(=S)NCc3ccco3)cc2c1	i	-12%	-7%	-14%	-3%	-8%	0.2	2.1%	8%
CC(C)(C)OC(=O)N1Cc2[nH]c3ccccc3c2C[C@@H]1C(=O)O	i	2%	13%	-2%	-10%	0%	-2.0	-0.4%	6%
COc1ccc([C@H]2CC(=O)C=C(c3cc(F)ccc3OC)C2)cc1	i	-2%	-17%	-8%	?	-3%	0.5	-1.3%	5%
O=C(NCc1ccco1)C1Cc2ccccc2CN1C(=O)c1ccco1 (stereo not given)	i	3%	22%	-152%	-8%	2%	2.2	5.1%	6%
C=CCn1c(COc2ccccc2)nnc1SCC(=O)C(C)(C)C	i	9%	.	-1%	2%	-1%	-0.1	1.8%	-7%[9.22 µM]
CCCCCC(=O)Nc1ccc2oc(-c3cncc(Br)c3)nc2c1	i	0%	29%	25%	0%	3%	-4.8	0.4%	-14%
Cc1ccccc1OCC(=O)Nc1ccc2oc(-c3ccc(F)cc3)nc2c1	.	3%	?	-21%	2%	.	.	0.1%	-16%
O=[N+]([O-])c1nn(-c2ccc3c(c2)OCCO3)n(O)c1=NC1CCCCC1	i	-14%	?	-17%	-16%	3%	-1.2	2.1%	21%
CC1=C(C(=O)Nc2ccc(C(=O)NCCCN3CCCCC3C)cc2)SCCO1 (stereo not given)	i	.	.	-4%	-5%	.	0.0	0.6%	-1%

The closing 4 records of the part above are carried over, then new ones follow:
SMILES	pAkt inh	A549 tox	Nrf2 block	HepG2 viability	TGFb SMAD3 inh	MmCpn inh	CCT modulator	Nrf2 ARE act	Abeta rescue
CCCCCC(=O)Nc1ccc2oc(-c3cncc(Br)c3)nc2c1	i	0%	29%	25%	0%	3%	-4.8	0.4%	-14%
Cc1ccccc1OCC(=O)Nc1ccc2oc(-c3ccc(F)cc3)nc2c1	.	3%	?	-21%	2%	.	.	0.1%	-16%
O=[N+]([O-])c1nn(-c2ccc3c(c2)OCCO3)n(O)c1=NC1CCCCC1	i	-14%	?	-17%	-16%	3%	-1.2	2.1%	21%
CC1=C(C(=O)Nc2ccc(C(=O)NCCCN3CCCCC3C)cc2)SCCO1 (stereo not given)	i	.	.	-4%	-5%	.	0.0	0.6%	-1%
COc1ccc(/C=N/NC(=O)c2cccc([N+](=O)[O-])c2)cc1OC(=O)c1ccc(C)cc1	i	?	21µM*	-16%	-15%	-2%	-1.9	0.4%	?
Clc1ccc(-c2nnc3sc(Cc4cccs4)nn23)cc1	i	3%	?	-17%	10%	-4%	-2.1	8.0%	-7%
NC(N)=N/N=C/c1ccc(OS(=O)(=O)c2ccccc2)cc1	i	?	3%	-44%	?	6%	-0.5	3.2%	-12%
Cc1ccc(CN2CCN(Cc3nc4ccccc4nc3C)CC2CCO)cc1 (stereo not given)	i	-5%	6%	-3%	-15%	-4%	-0.5	0.8%	3%
O=C(O)CCCN1C(=O)c2ccc(C(=O)c3cccc([N+](=O)[O-])c3)cc2C1=O	i	5%	6%	4%	3%	0%	-2.1	-1.6%	?
Cc1ccc(NC(=O)CSc2nnnn2C)cc1S(=O)(=O)N1CCCCC1	i	.	.	-11%	-20%	.	0.0	0.0%	-9%
CCOc1ccc(Cl)cc1S(=O)(=O)N1CCN(c2ccc(C)c(C)c2)CC1	i	5%	11%	-8%	-2%	-6%	-4.1	-0.5%	10%
C=Cn1c(N2CCOCC2)nc2c1c(=O)[nH]c(=O)n2C	i	2%	.	9%	-2%	1%	-0.2	6.4%	7%
C#CCSc1nc(N)c2c(n1)OC(N)=C(C#N)C2c1cccnc1 (stereo not given)	i	0%	-2%	-1%	14%	-9%	-0.6	-1.0%	-9%
CCCN1CCN(c2nc3c([nH]2)c(=N)ncn3CC(O)CO)CC1 (stereo not given)	i	22%	13%	5%	13%	-1%	0.2	0.2%	6%
Cc1ccc(NC(=O)c2ccc3c(O)c(S(=O)(=O)c4ccc(Cl)cc4)c(=O)[nH]c3c2)cc1	.	3%	?	3%	8%	.	.	-0.8%	-1%
COCCCNC(=O)c1ccc2c(c1)N(Cc1ccccc1)C(=O)c1ccccc1S2	.	8%	.	-34%	-20%	.	.	4.8%	5%
CN=C1SC(CC(=O)Nc2ccccc2F)C(=O)N1/N=C/c1ccc(O)c(OC)c1 (stereo not given)	i	-20%	?	-29%	-7%	-3%	-0.1	2.4%	-11%
FC(F)(F)c1ccccc1CN1CCC(Cc2ccccc2)CC1	i	0%	4%	0%	0%	-3%	-0.5	-0.6%	4%
CCCCNC(=O)CC1N=C2c3ccccc3N=C(SCC(=O)NCc3ccccc3Cl)N2C1=O (stereo not given)	.	-15%	-7%	-17%	?	.	.	0.7%	1%
Cc1nn(-c2ccccc2)c(N)c1N=Nc1ccc(Cl)cc1	i	-3%	?	-32%	?	-2%	-3.3	5.5%	-24%
N/C(=N\OC(=O)/C=C/c1ccccc1Cl)c1cccnc1	i	-1%	?	-2%	-1%	1%	-2.5	16µM*	-38%[inhibitor]
S=C(NCCCN(Cc1ccc(Cl)cc1)c1ccc(Br)cn1)NCc1ccc2nc[nH]c2c1	.	0%	?	-5%	?	.	.	.	.
C[C@H](NC(=O)c1nc[nH]c1C(=O)NCc1ccc(CNC(=O)OC(C)(C)C)cc1)C(=O)OCc1ccccc1	i	-5%	12%	-41%	?	-1%	-2.4	0.4%	8%
Cc1cccc(C(=O)Nc2ccc(N3CCC(N4CCCCC4)CC3)c(C(=O)O)c2)c1	.	-8%	.	0%	0%	.	.	0.3%	-21%
COc1ccc([C@H]2CC(=O)C=C(c3cc(Cl)ccc3C)C2)cc1	i	-1%	6%	1%	?	0%	-1.0	3.2%	?
Cc1cccn2c(=O)cc(CSc3nnc(NC(=O)C(C)C)s3)nc12	.	10%	.	-6%	?	.	.	-0.1%	-17%
CN(C(=O)C1CCOC1)c1nnc(-c2ccccn2)s1 (stereo not given)	i	1%	?	6%	1%	-3%	1.2	-0.8%	-3%
Cc1ccc(-c2c(C3C4C=CCCC4(C)C(=O)N3Cc3ccccc3)ccc3ccccc23)cc1 (stereo not given)	.	1%	?	2%	-8%	.	.	.	.
CC(C)(C)Cc1nnc(NC(=O)c2ccco2)s1	i	2%	?	5%	-6%	-1%	-76*	3.9%	-2%
CCOC(=O)c1c(CN2CCCCC2)n(C)c2ccc(OC)c(S(=O)(=O)c3ccccc3)c12	i	-2%	.	-2%	0%	1%	-0.9	-0.3%	12%
COC(=O)CC1(C(=O)OC)Oc2ccc(Br)cc2C(=O)N1c1cccc(Cl)c1Cl (stereo not given)	i	-13%	-15%	-16%	?	-6%	0.9	0.2%	6%
CCCn1c(=N)c(S(=O)(=O)c2ccccc2)cc2c(=O)n3ccccc3nc21	i	-1%	-27%	-1%	5%	-6%	1.4	-0.8%	-7%
COc1ccc(NC(=O)c2cccc(NC(=O)C(C)C)c2)c([N+](=O)[O-])c1	i	-7%	12%	4%	-20%	2%	1.3	4.5%	28%
